KOR beta-arrestin-1: KOR agonists, beta-arrestin recruitment, primary screen, cell-based, luminescence, uHTS (AID 1777). Kappa-type opioid receptor (Homo sapiens). KOR beta-arrestin recruitment, luminescence; higher % means a stronger effect. activation, % at 10 µM; hits with a dose series show EC50 in µM. actives 0.02% (n = 280,000); in the data active = activation above about 50%, passing the limit was not always enough; note: a part of the inactive calls stands beside numbers as strong as those of hits
MgcRacGAP inhibition: MgcRacGAP GTPase-activating activity inhibitors, confirmation, biochemical, ADP Hunter fluorescence; Rac GTPase-activating protein 1 (Homo sapiens); MgcRacGAP-stimulated Rac1 GTP hydrolysis, ADP Hunter fluorescence; higher % means a stronger effect; GST-tagged Rac1 F28L mutant substrate; inhibition, % at 30 µM, or IC50 in µM where a hit was titrated; actives 0.6% (n = 340,000); AID 624330, 2012;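 active = first-screen hits whose inhibition reached a set limit at any dose in the follow-up dose series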;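 note: fluorescence reports GDP produced by GAP-driven GTP hydrolysis; strong numbers were not always called active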
KOR beta-arrestin-2: KOR antagonists, beta-arrestin recruitment, cell-based, luminescence, uHTS (AID 1778). KOR beta-arrestin recruitment, luminescence, antagonist mode; higher % means a stronger effect. one-dose inhibition, % at 10 µM; IC50 in µM for titrated hits. actives 0.091% (n = 290,000); note: strong numbers were not always called active
Large T inhibition: SV40 large T antigen inhibitors, biochemical (AID 1903); actives 0.39% (n = 310,000); inhibition, % at 20 µM; hits with a dose series show IC50 in µM; SV40 large T antigen ATPase/helicase inhibition assay; higher % means a stronger effect; in the data active = a potency from the dose series; note: strong numbers were not always called active
GPR55 antagonists: GPR55 antagonists blocking LPI-driven arrestin recruitment, primary screen, imaging, U2OS, beta-arrestin-GFP, LPI agonist (AID 2013); U2OS GPR55 beta-arrestin-GFP translocation imaging, LPI antagonism; higher % means a stronger effect; one-dose inhibition, % at 10 µM; IC50 in µM for titrated hits; actives 0.13% (n = 290,000);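 active = spots per cell inhibited over 60%, with over 100 cells counted and total cytoplasm intensity under 500,000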;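 note: U2OS cells stably carrying GPR55 and arrestin-GFP stimulated by 5 µM LPI near EC80; imaged beta-arrestin-GFP aggregate spots per cell after agonist stimulation; plate controls were LPI-stimulated DMSO wells for no effect and DMSO wells without LPI for full effect; some results filed as inactive read as strong as hits; confirmed hits need IC50 under 10 µM and bright autofluorescent wells are also inconclusive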
HEK293 NOD2/NF-kB: NOD2 signaling inhibitors, cell-based, luminescence, uHTS, HEK293 (AID 1566); one-dose inhibition, % at 4 µM; EC50 in µM for titrated hits; HEK293 NOD2/NF-kB luciferase reporter, luminescence; higher % means a stronger effect; actives 0.63% (n = 290,000); note: many of its hits are not listed in these tables
GPR55 activation: GPR55 agonists via beta-arrestin recruitment, primary screen, imaging, U2OS cells, beta-arrestin-GFP redistribution (AID 1961); U2OS GPR55 beta-arrestin-GFP redistribution imaging; higher % means a stronger effect; G-protein coupled receptor 55 (Homo sapiens); activation, % at 10 µM; hits with a dose series show EC50 in µM; actives 0.048% (n = 290,000);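 active = activation above 40% with more than 50 cells counted in the well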;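 note: U2OS osteosarcoma cells stably expressing GPR55 and beta-arrestin-GFP; plate controls were DMSO negative control for no effect and LPI positive control for full effect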
NOD1 inhibition: NOD1 signaling inhibitors, primary screen, cell-based, luminescence, uHTS (AID 1578); one-dose inhibition, % at 4 µM; EC50 in µM for titrated hits; NOD1-driven NF-kB luciferase reporter cells, luminescence; higher % means a stronger effect; actives 1% (n = 290,000); in the data active = inhibition mostly above about 36%, no sharp cut-off; inactive = mostly below about 34%;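 note: HEK-293T reporter cells stimulated with the NOD1 agonist gamma-tri-DAP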
HIV fusion peptide: inhibitors of HIV fusion peptide binding, primary screen, biochemical, uHTS, fluorescence dequenching (AID 1986); cell-free peptide binding, fluorescence dequenching, 30 min; higher % means a stronger effect; inhibition, % at 20 µM, or IC50 in µM where a hit was titrated; actives 0.3% (n = 290,000); in the data active = inhibition mostly above about 52%, no sharp cut-off; inactive = mostly below about 76%; note: some results filed as inactive read as strong as hits
An asterisk follows results filed as active; nt = not tested or not shown; & = joins results of further samples; [ ] = dose if it differs, or a comment. Cut-off read from the data, not from the text of the source, unless noted: active = inhibition above about 50%; inactive = the rest. Only part of the results is shown; rates above refer to the full screens.

Values run as follows: GPR55 activation, MgcRacGAP inhibition, KOR beta-arrestin-1, Large T inhibition, KOR beta-arrestin-2, GPR55 antagonists, NOD1 inhibition, HIV fusion peptide, HEK293 NOD2/NF-kB
- Cc1cc(C(=O)OCC(=O)NC2CCS(=O)(=O)C2)c2ccccc2n1 (configuration not stated)
  -0.1%, 1%, -6.8%, 5%, -18%[20 µM], 0%, -14%, 0.3%, 21%
- COc1cccc(-c2cc(C(=O)NCc3cccs3)no2)c1
  -0.2%, 11%, 7.6%, 11%, -51%, -1%, 8%, -2.6%, -90%
- CN(Cc1cnn(C)c1)C(=O)c1sc2cccc(Cl)c2c1Cl
  0.3%, 10%, 1.2%, 1%, -16%, 9%, 10%, 0.3%, 10%
- COC(=O)Cn1c(CCC(=O)O)ccc1-c1ccccc1
  -0.1%, 5%, -5.1%, 13%, 29%, 0%, -6%, -1.4%, -5%
- CN1CCN(c2nc3c(c(=O)[nH]c(=O)n3C)n2CCSc2nc3ccccc3s2)CC1
  -0.1%, 3%, 1.2%, 7%&6%, 19%, 5%, -10%, -1.3%, 13%
- Cc1cc([N+](=O)[O-])nn1CCCC(=O)Nc1sc2c(c1C(N)=O)CCC(C)C2 (configuration not stated)
  0.1%, 3%, 1.0%, 6%, 17%, 5%, -17%, -0.1%, 22%
- COc1cccc(Nc2ccc(C(=O)O)cc2[N+](=O)[O-])c1
  0.1%, 9%, -11%, 15%, 6%, 8%, -27%, 0.3%, 13%
- C=CCNc1nc(-c2ccccc2)c(C(=O)OCC)cc1C#N
  -0.1%, 4%, 2.5%, 12%, -9%, -3%, 10%, 0.6%, -25%
- CC(CCN1CCN(CCO)CC1)c1ccccc1 (configuration not stated)
  0.3%, 153µM*, -1.7%, 6%, 10%[20 µM], -8%, -24%, 1.7%, -6%
- CC1CCc2cc(F)ccc2N1C(=O)CSc1nnc(-c2cccs2)n1C (configuration not stated)
  0.0%, -4%, 2.6%, -3%, -3%, 4%, -11%, -2.2%, 2%
- CCOc1cccc(-c2nnc3sc(-c4ccco4)nn23)c1
  -0.2%, 12%, 3.0%, 7%, -15%, 4%, -38%, 1.5%, 7%
- CC(C)CNC(=O)c1ccccc1NC(=O)c1ccc(CSc2ccccc2)cc1
  -0.2%, 3%, -4.3%, 6%, -9%, 30%, -1%, -1.8%, 25%
- COc1ccc(C(=O)NCCn2cc(SCC(=O)NCC3CCCO3)c3ccccc32)cc1OC (configuration not stated)
  -0.1%, 6%, 7.3%, 6%, -14%, 4%, -20%, 1.2%, -2%
- Cc1ccc(C(=O)Oc2ccccc2N2C(=O)C3C4CCC(C4)C3C2=O)cc1 (configuration not stated)
  -0.3%, -22%, 3.1%, 13%, -5%, -1%, -6%, -1.8%, 20%
- O=C(CN1C(=O)/C(=C/c2ccc(F)cc2)SC1=S)NC1CCS(=O)(=O)C1 (configuration not stated)
  0.2%, 9%, 4.5%, -4%, 9%, -17%, -1%, -0.1%, 13%
- CCOC(=O)c1nn(-c2cc(C(=O)OC)cc(C(=O)OC)c2)cc1O
  0.2%, 5%, -3.9%, 4%, 5%, 1%, -31%, -2.0%, 8%
- CCCCN1CCc2c([nH]c3ccccc23)C1=O
  -0.1%, 5%, -6.5%, 3%, 16%, 12%, -70%, -2.3%, -61%
- CC1CCN(C(=O)c2cc(S(=O)(=O)N3CCCCC3)c[nH]2)CC1
  -0.1%, 8%, -4.6%, nt, -32%[20 µM], 6%, -10%, 1.3%, 12%
- Nc1nc(SCC(=O)Nc2ncc(C(F)(F)F)cc2Cl)n[nH]1
  0.1%, -6%, 5.0%, 9%, 17%, 14%, 65%*, -2.6%, -55%
- O=S(=O)(c1ccccc1Cl)N1CCC(O)(c2cccnc2)CC1
  0.2%, 6%, nt, 5%, -29%[20 µM], 0%, -1%, -0.8%, -3%
- Nc1nc(NCC2CCCO2)nc(Nc2cccc(Cl)c2)c1[N+](=O)[O-] (configuration not stated)
  -0.1%, -8%, 8.6%, 10%, -8%, 5%, -10%, -0.2%, 2%
- CCC(=O)Nc1ccc(C(=O)NNC(=O)c2ccc(Cl)cc2)cc1
  -0.1%, 5%, 6.6%, nt, -9%[20 µM], -5%, 44%, 1.7%, 5%
- CCc1ccc(NS(=O)(=O)c2c(C)noc2C)cc1
  0.2%, 7%, -1.1%, 3%, -41%, 19%, -17%, 1.1%, 10%
- CCc1c(C(=O)N/N=C/c2cn[nH]c2-c2ccc(F)cc2)csc1C
  -0.2%, 13%, 4.8%, 9%, -57%, 7%, -4%, -0.5%, -10%
- NC(=O)c1nsc(C(=O)N(Cc2ccco2)C(C(=O)NCC2CCCO2)c2ccc(O)cc2)c1N (configuration not stated)
  0.6%, 9%, -2.3%, 3%, -14%, 9%, -9%, 0.0%, 8%
- CC(c1ccncn1)N(C)Cc1nc(Cc2ccccc2F)no1 (configuration not stated)
  -0.2%, 7%, -0.7%, 49%, -19%, -6%, -25%, 2.0%, -1%
- O=C(c1ccccn1)c1ncc(C(F)(F)F)cc1Cl
  -0.1%, 6%, -1.9%, -4%, -8%, 6%, -2%, 0.9%, 13%
- COc1ccc(NC(=O)NNC(=O)COc2ccc3ccccc3c2)cc1OC
  -0.1%, -5%, 3.4%, 10%, -14%, 9%, 5%, 2.3%, 12%
- CC(=O)c1cccc(NC(=O)Cn2cnc(S(=O)(=O)N3CCC(C)CC3)c2)c1
  -0.1%, -8%, 10%, 6%, -12%, -2%, -4%, 0.6%, 24%
- CN1CCN(C(=O)c2cc3c(s2)-c2ccccc2S(=O)(=O)C3)CC1
  -0.3%, 6%, -2.9%, 0%, 2%, 0%, -2%, -0.2%, 15%
- Cn1c(=O)c(S(=O)(=O)C(C)(C)C)c(O)c2ccccc21
  0.5%, 4%, -1.3%, 4%, nt, 6%, -14%, 3.2%, 16%
- CCN=C1SC(CC(=O)NC(C)C)C(=O)N1CC (configuration not stated)
  -0.1%, 1%, -6.6%, 10%, 4%, 6%, -20%, -1.7%, 12%
- C#CCOCCOCCOCCNc1nc(N2CCN(C(=O)C([C@@H](C)CC)n3cc(C(N)CC(C)C)nn3)CC2)nc(N2CCN(C(=O)[C@H](CCC(=O)O)n3cc(C(N)[C@H](C)CC)nn3)CC2)n1 (some centres not stated)
  0.2%, 3%, 7.0%, 3%, -16%, 5%, -33%, 0.0%, 11%
- CC(/C=N/n1c(-c2cccnc2)n[nH]c1=S)=C\c1ccco1
  0.0%, 27%, nt, 32%, -6%, -12%, 5%, 17%, 4%
- CCN(CC)C(=O)CN(c1cccc(C(F)(F)F)c1)S(C)(=O)=O
  0.0%, 4%, 2.9%, 3%, -14%, 5%, -11%, -0.9%, -11%
- CCCCNC(=O)OCC(CC)NC(=O)OC(C)C (configuration not stated)
  0.1%, 9%, -3.0%, 23%, -34%, 13%, 3%, 3.0%, 7%
- O=C(CSc1nnc2ccccn12)Nc1ccccc1C(=O)O
  1.0%, 4%, -0.7%, 4%, 0%, 7%, -16%, 1.5%, 12%
- O=C1CCN(CCCc2ccccc2)CCN1[C@H](CO)c1ccccc1
  0.4%, 4%, -1.0%, 19%, -30%[20 µM], 4%, -39%, 2.1%, -5%
- CCn1cc([N+](=O)[O-])c(C(=O)Nc2ccc3c(c2)OCCO3)n1
  -0.3%, 6%, -2.5%, 1%, 23%, 10%, 0%, -2.4%, -53%
- Cc1ccnc(NC(=O)CCC(=O)N(CC(=O)NC2CCCCC2)Cc2ccc3c(c2)OCO3)c1
  -0.1%, nt, -6.3%, nt, -26%, 21%, 3%, 1.0%, 2%

Part of the list above, as a markdown table:
| SMILES | GPR55 activation | MgcRacGAP inhibition | KOR beta-arrestin-1 | Large T inhibition | KOR beta-arrestin-2 | GPR55 antagonists | NOD1 inhibition | HIV fusion peptide | HEK293 NOD2/NF-kB |
| --- | --- | --- | --- | --- | --- | --- | --- | --- | --- |
| CCN(CC)C(=O)CN(c1cccc(C(F)(F)F)c1)S(C)(=O)=O | 0.0% | 4% | 2.9% | 3% | -14% | 5% | -11% | -0.9% | -11% |
| NC(=O)c1nsc(C(=O)N(Cc2ccco2)C(C(=O)NCC2CCCO2)c2ccc(O)cc2)c1N (configuration not stated) | 0.6% | 9% | -2.3% | 3% | -14% | 9% | -9% | 0.0% | 8% |

Next section
Values run as follows: GPR55 activation, MgcRacGAP inhibition, KOR beta-arrestin-1, Large T inhibition, KOR beta-arrestin-2, GPR55 antagonists, NOD1 inhibition, HIV fusion peptide, HEK293 NOD2/NF-kB
- CCOc1ccc(N2C(=O)c3ccccc3C2O)cc1 (configuration not stated)
  2.7%, 3%, -7.4%, 11%, -19%, -10%, -130%, 0.3%, -9%
- CCc1cc2ccc(C)cc2nc1SCC(=O)Nc1cc(C)on1
  0.0%, 3%, -3.2%, 23%, -8%[20 µM], -2%, -24%, -0.1%, 12%
- COc1ccc2oc(=O)c(NC(=O)C3CCCCC3)cc2c1
  0.3%, 0%, 0.0%, 9%, 3%, 17%, -4%, 1.8%, -1%
- COc1ccc(/C=N/NC(=O)c2nc(-c3ccccc3)cc(-c3ccccc3)n2)cc1O
  -0.1%, 24%, 14%, 8%, -33%, 19%, -19%, -2.5%, 13%
- Cc1ccccc1NS(=O)(=O)c1ccc(N2CCCC2=O)cc1
  0.3%, 4%, -2.6%, 7%, 18%, -21%, 7%, -0.5%, -22%
- O=C(CCNC(=O)C1CCN(S(=O)(=O)c2ccc(F)cc2)CC1)NCCc1ccc(Cl)cc1
  0.3%, 2%, 1.2%, 12%, 7%, 0%, -11%, 0.0%, 16%
- CCN(CC)CCNC(=O)Cn1nc(-c2ccc(C)cc2)ccc1=O
  0.2%, 1%, -0.2%, 7%, 5%, 7%, -2%, 2.7%, 12%
- COc1ccc(-n2c(CNC(=O)COc3ccc(Cl)cc3Cl)n[nH]c2=S)cc1
  0.0%, -5%, -2.1%, 21%, 16%, 1%, -11%, 0.8%, 20%
- COc1ccc(-c2cc3c(=O)n(CC(=O)NCc4ccccc4F)ncn3n2)cc1
  0.7%, 8%, -4.5%, 9%, -10%[20 µM], 0%, 13%, -1.0%, -13%
- O=C(NCc1ccccc1)c1noc2c1CCCCC2
  0.3%, -6%, 5.1%, -4%, 0%, 7%, -48%, -1.8%, -60%
- CCOC(=O)Cn1c(N2CCCCCC2)nc2c1c(=O)[nH]c(=O)n2C
  -0.2%, 8%, -2.6%, 0%, -11%, 5%, -10%, -2.4%, 1%
- COc1cc(C(=O)N2CCN(c3ncnc4sc(C)c(C)c34)CC2)cc(OC)c1OC
  -0.2%, 6%, -5.9%, 6%, -39%, -10%, 45%, 0.0%, 37%
- CCCCn1c(SCC(=O)Nc2nccs2)nc2ccccc2c1=O
  0.1%, 5%, -0.3%, 9%, -6%, -3%, 17%, -2.0%, 3%
- Cc1cccc(C2=N/C(=C\c3cccnc3)C(=O)O2)c1
  0.2%, -3%, 1.4%, 3%, -28%, -6%, -9%, 3.0%, 9%
- CCc1nc(NC(C)(C)C)c2cnn(-c3ccccc3)c2n1
  0.0%, 7%, 2.6%, 3%, 27%, 3%, -6%, 2.0%, 16%

Compound activity: PubChem BioAssay, several laboratories
